# APE1 inh: inhibitors of human APE1 endonuclease | Potency, µM (titrated, usually from 65.8 µM), without a hit: at the highest dose activity change, negative = inhibition, actives largely listed as inhibitors | actives 0.35% (n = 350,000) | recombinant APE1, TAMRA/BHQ-2 abasic DNA cleavage fluorescence;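 note: potency is the fitted concentration of half-maximal effect; plate controls were vehicle for no effect and reference inhibitor for full effect; nearly all actives have a fitted effect of over 55% in size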
# Target sequence (P27695 whole entry, looked up): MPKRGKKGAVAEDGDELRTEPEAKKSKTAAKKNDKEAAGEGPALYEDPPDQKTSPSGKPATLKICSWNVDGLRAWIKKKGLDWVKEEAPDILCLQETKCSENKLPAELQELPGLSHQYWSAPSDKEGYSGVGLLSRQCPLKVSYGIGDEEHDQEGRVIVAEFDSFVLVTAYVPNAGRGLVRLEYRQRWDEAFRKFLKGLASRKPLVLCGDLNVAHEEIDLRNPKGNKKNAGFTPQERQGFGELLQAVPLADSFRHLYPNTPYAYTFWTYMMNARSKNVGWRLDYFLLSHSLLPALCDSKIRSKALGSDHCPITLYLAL
#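 Step 1: APE1 (0.75 nM) with compound, 15 min RT. Step 2: add 50 nM fluorophore/quencher THF duplex. Step 3: three fluorescence reads 60 s apart (525/598 nm); read 3 minus read 1 = reaction progress.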
# Pol eta inh: inhibitors of human DNA polymerase eta; actives 1.2% (n = 390,000); AID 588591; recombinant Pol eta, fluorescent DNA replication assay; Potency, µM (highest dose often 114 µM), inactives show top-dose activity change, negative = inhibition, usual class: inhibitors; note: potency is the fitted concentration of half-maximal effect; % is set by controls: 0 for no effect and ±100 for the full control effect
#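 Pol eta (10 nM) was preincubated with compounds for 15 min at room temperature, after which fluorescent replication substrate (50 nM final) was added to start the reaction. Fluorescence was read kinetically at 0 and 10 min.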
# RXFP1 antagonist: RXFP1 (human) relaxin receptor antagonism. actives 0.59% (n = 350,000). HEK293-RXFP1, relaxin-stimulated cAMP HTRF, 30 min; hits give low values. activity change, negative = inhibition, % at 57.5 µM;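 active = activity change of -60% or lower, but not beyond a set lower limit; inconclusive = change between -60% and -40%, or beyond the set limit; inactive = change above -40%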; note: % is set by controls: 0 for no effect and ±100 for the full control effect
# Pol kappa inh: inhibitors of human DNA polymerase kappa; Q9UBT6; purified Pol kappa, fluorescent DNA synthesis assay, 10 min; Potency, µM (highest dose often 107 µM), without a hit: at the highest dose activity, negative = inhibition, most hits filed as inhibitors; actives 0.53% (n = 400,000); note: potency is the fitted concentration of half-maximal effect; % is set by controls: 0 for no effect and ±100 for the full control effect
#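 Readout: fluorescence, taken kinetically at 0 and 10 min. Conditions: 10 nM Pol kappa, 15 min RT compound preincubation, 50 nM substrate final. Controls: enzyme-free buffer wells.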
# POLB inh: DNA polymerase beta (human) inhibition. Pol beta primer extension/strand displacement, fluorescence kinetic. Potency, µM (titrated, usually from 114 µM), for the others: at the highest dose activity change, negative = inhibition, hits mostly inhibitors. actives 1.3% (n = 340,000); note: potency is the fitted concentration of half-maximal effect; % is set by controls: 0 for no effect and ±100 for the full control effect
#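 Pol beta (10 nM) and compounds were preincubated 15 min at room temperature, then 50 nM substrate (final) started primer extension/strand displacement. Reads were taken at 0 and 10 min; concentration-response data were fitted to a four-parameter Hill equation.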
# Anesthetic bind: candidate novel general anesthetic via apoferritin binding. Potency, µM (series often up to 77.5 µM), for the others: at the top dose activity change, negative = displacement, actives largely listed as inhibitors. apoferritin/1-aminoanthracene competitive binding, fluorescence. actives 0.074% (n = 350,000). AID 485281; note: potency is the fitted concentration of half-maximal effect; % is set by controls: 0 for no effect and ±100 for the full control effect; nearly all actives have a fitted effect of over 20% in size
# Target sequence (P02791 2-175 limits assumed): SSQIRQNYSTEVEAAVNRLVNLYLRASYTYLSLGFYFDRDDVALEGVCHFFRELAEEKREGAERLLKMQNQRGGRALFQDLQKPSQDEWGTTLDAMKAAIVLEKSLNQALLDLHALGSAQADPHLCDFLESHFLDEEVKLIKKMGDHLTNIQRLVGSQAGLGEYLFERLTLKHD
#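 Apoferritin-based anesthetic binding model; compound displacement of fluorescent 1-AMA measured as endpoint fluorescence after 10 minutes at room temperature, scaled to free-ligand and complex controls.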
# POLI inh: DNA polymerase iota (human) inhibition | Pol iota fluorescent replication assay, 10 min | Potency, µM (top dose mostly 115 µM), for the others: at the top dose activity, negative = inhibition, hits mostly inhibitors | actives 1% (n = 390,000) | AID 588590; note: potency is the fitted concentration of half-maximal effect
#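 Pol iota at 10 nM preincubated 15 min with compounds at room temperature; reaction started with fluorescent substrate, 50 nM final. Fluorescence read kinetically at 0 and 10 min; buffer-only wells as negative control.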
# BLM inh: inhibitors of human Bloom syndrome helicase BLM; P54132; recombinant BLM DNA unwinding, fluorescence dequenching; Potency, µM (titrated, usually from 56.1 µM), for the others: at the highest dose activity change, negative = inhibition, actives largely listed as inhibitors; actives 0.2% (n = 350,000); AID 2528;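 note: potency is the fitted concentration of half-maximal effect; plate controls were vehicle for no effect and no enzyme for full effect; nearly all actives have a fitted effect of over 35% in size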
# Tb PGK inh: T. brucei PGK inhibition. Potency, µM (doses to about 57.5 µM), inactives show at the highest dose activity change, negative = inhibition, most hits filed as inhibitors. PGK/GAPDH coupled, Kinase-Glo luminescence, 60 min. P07378. actives 0.043% (n = 380,000); note: potency is the fitted concentration of half-maximal effect; % is set by controls: 0 for no effect and ±100 for the full control effect; nearly all actives have a fitted effect of over 60% in size
# Target sequence (P07378 whole entry, looked up): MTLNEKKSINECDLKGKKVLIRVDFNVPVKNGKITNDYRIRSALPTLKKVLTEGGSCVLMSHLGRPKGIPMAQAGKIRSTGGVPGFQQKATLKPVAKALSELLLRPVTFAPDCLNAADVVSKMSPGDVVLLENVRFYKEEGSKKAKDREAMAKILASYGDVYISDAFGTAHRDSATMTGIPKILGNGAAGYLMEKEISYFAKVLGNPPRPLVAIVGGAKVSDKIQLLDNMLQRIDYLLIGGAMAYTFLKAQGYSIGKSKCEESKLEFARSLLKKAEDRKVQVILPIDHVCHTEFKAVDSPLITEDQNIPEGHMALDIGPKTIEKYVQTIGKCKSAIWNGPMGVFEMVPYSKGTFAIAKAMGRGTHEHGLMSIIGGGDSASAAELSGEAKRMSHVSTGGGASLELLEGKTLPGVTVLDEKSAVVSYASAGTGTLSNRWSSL
#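 Recombinant glycosomal PGK reaction used 1,3-bisphosphoglycerate generated in-well by GAPDH (100nM final) in 100mM TEA pH 7.6, 5mM MgCl2, 0.01% Tween-20. After 60 minutes at room temperature, ATP was read by Kinase-Glo Plus luminescence end-point.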
# An asterisk follows results filed as active; i = inactive; ? = inconclusive; . = not tested or not shown; [ ] = another dose, or the depositor's remark. Unless noted, calls come from the whole dose curve; as a rule, active = well fitted curve in the direction sought with a large enough effect; inconclusive = small, poorly fitted or top-dose-only effect, or another doubt; inactive = no such curve, though single readings can be large; an effect the other way counts as inactive or inconclusive. These rows are one share of the data; the hit share may differ from the screen's.
# Fields: APE1 inh | Pol eta inh | RXFP1 antagonist | Pol kappa inh | POLB inh | Anesthetic bind | POLI inh | BLM inh | Tb PGK inh
1. CCOc1ccc2nc(N(Cc3cccnc3)C(=O)c3cccs3)sc2c1
  . | -17.1% | -0.4 | -6.0%[60.1 µM] | 6.8% | -14.1% | 12.4% | -3.3% | -9.9%
2. CCOc1cc(C2NC(=O)NC(O)(C(F)(F)F)C2C(=O)c2ccc(OC)cc2)ccc1O (stereo not given)
  -1.9% | -13.0% | -11.1 | -7.9% | -0.3% | -12.0% | -5.3% | -3.6% | -2.4%
3. O=C(CN1C(=O)NC2(CCCCCC2)C1=O)NCc1ccc(Cl)cc1
  16.0% | -14.1% | -7.5 | -15.0% | . | . | 45.6%[activator] | . | 4.0%
4. Cc1cc(N2CCCCC2)nc(N)n1
  -9.6% | -9.4% | -6.9 | -10.6%[60.1 µM] | 95.4% | -0.2% | 8.0% | 1.4% | i
5. Cc1sc2ncn(CC(=O)N(C)c3ccc(Br)cc3)c(=O)c2c1S(=O)(=O)N1CCC(C)CC1
  . | ? | . | -6.6% | 25.0% | -8.1% | -0.8% | -10.9% | 11.3%
6. CCOc1cc(/C=C(\C#N)C(=O)Nc2ccccn2)ccc1O
  41.3% | -10.1% | 8.2 | -3.9% | -16.7% | -1.3% | 54.7%[activator] | 2.7% | -7.1%
7. CCc1ccc(C(=O)c2cn(CC(=O)Nc3ccc4c(c3)OCO4)c3cc(OC)c(OC)cc3c2=O)cc1
  . | 79.4µM* | . | 4.5% | 6.31µM* | ? | 51.7%[activator] | ? | -3.2%
8. Oc1ccc2ccccc2c1CNc1ccc(Br)cn1
  -10.7% | -5.9% | -1.4 | -10.9% | 28.2% | -0.1% | -3.7% | -11.4% | -1.0%
9. CC1CCN(c2oc(-c3ccc(COc4ccc(Cl)cc4)o3)nc2C#N)CC1
  . | -23.1% | -10.2 | 5.7% | 0.4% | -6.4% | 36.8%[activator] | -5.3% | -8.8%
10. CCOC(=O)CC1=C(C(=O)OCC)C(c2ccc(C)o2)C(C#N)=C(N)O1 (stereo not given)
  -1.8% | -15.5% | -0.6 | -10.8% | ? | -9.6% | 6.6% | 2.2% | 0.2%
11. Cc1cccc(NC(=O)CN2C(=O)CCS(=O)(=O)c3ccccc32)c1C
  11.0% | -12.5% | 2.0 | 8.6% | -2.1% | 1.3% | 14.0% | -0.8% | -3.9%
12. Clc1nc(CN2CCCCC2)nc2sc3c(c12)CCC3
  3.7% | -6.6% | 3.3 | -4.5% | 70.7% | -15.4% | 67.3%[activator] | -7.1% | i
13. O=C(Nc1ccnn1C1CCN(C(=O)Cc2cccc(Cl)c2)CC1)C1CC1
  -10.6% | -6.5% | 2.6 | -19.6% | 18.7% | -12.9% | 14.9% | -3.3% | -1.5%
14. CC1CN(C(=O)c2ccccc2NS(=O)(=O)c2cccc([N+](=O)[O-])c2)CC(C)O1 (stereo not given)
  -0.6% | -25.8% | -12.7 | -6.6% | 33.8% | -3.3% | 60.2%[activator] | -11.1% | i
15. OCCC1CN(Cc2ccc(C(F)(F)F)cc2)CCN1Cc1ccccc1 (stereo not given)
  -3.8% | -20.6% | -13.8 | 3.0% | -12.9% | -11.9% | 7.2% | -4.7% | 9.3%
16. O=C(N/C(=C/c1ccccc1)C(=O)N1CCCCC1)c1ccco1
  15.7% | -10.2% | -9.9 | 4.8% | ? | -9.2% | 15.7% | -0.1% | i
17. CC(=O)C1=C(c2ccc(Cl)c(Cl)c2)N(C(C)=O)n2c(nnc2C2CCCCC2)S1
  . | -11.8% | 5.6 | -7.0%[60.1 µM] | 43.1%[activator] | 5.7% | 18.5% | -2.7% | i
18. O=C(CCCn1c(=O)c2sccc2n(CC(=O)OCc2ccccc2)c1=O)NCc1ccco1
  -2.9% | 4.1% | 1.4 | -1.4% | ? | -22.3% | -6.3% | -6.5% | -12.3%
19. Cc1ccnc(NC(=O)CN2C(=O)NC(C)(c3ccc4ccccc4c3)C2=O)c1 (stereo not given)
  9.8% | -6.4% | 0.8 | -10.6% | . | . | 7.1% | . | -4.5%
20. Cc1ccc(C)c(NC(=O)CCC(=O)N/N=C/c2ccc3c(c2)OCO3)c1
  4.0% | -22.8% | -11.1 | -2.0% | -0.2% | ? | 28.4% | -4.1% | i

# Further entries
item	compound	APE1 inh	Pol eta inh	RXFP1 antagonist	Pol kappa inh	POLB inh	Anesthetic bind	POLI inh	BLM inh	Tb PGK inh
21	CCn1ncc(NC(=S)NCCc2ccccc2)c1C(N)=O	-0.3%	-13.4%	-13.9	12.3%	9.5%	-2.1%	-5.3%	-4.8%	-8.6%
22	CC(C)c1ccc(N(CC(=O)N2CCOCC2)S(C)(=O)=O)cc1	-16.9%	12.2%	-0.8	-12.2%	-1.8%	-5.9%	-0.2%	0.8%	2.9%
23	Cc1cc(C(=O)CSc2nnc(-c3ccc(F)cc3)o2)c(C)n1CC1CCCO1 (stereo not given)	-3.7%	-2.5%	-22.9	-7.7%	-26.5%	3.9%	-8.8%	-13.9%	-5.5%
24	O=C(O)c1ccc(CSc2nnc(-c3ccncc3)n2-c2ccc(Br)cc2)cc1	0.3%	-13.6%	-12.2	1.2%	23.4%	-2.7%	84.5%[activator]	-5.1%	1.5%
25	Nc1c(C(=O)Nc2ccc(Cl)c(C(=O)O)c2)sc2nc3c(cc12)CCCC3	6.3%	?	4.4	-20.2%	0.9%	69.7%[activator]	22.8%	-0.6%	1.0%
26	COc1ccccc1-c1c(C#N)c(SCC(=O)N2CCCC2)nc(C)c1C(N)=O	-4.5%	.	.	.	1.4%	-9.8%	.	-3.6%	.
27	C/C(Cc1ccccc1)=N/NC(=O)CCCC(=O)N/N=C(/C)Cc1ccccc1	?	11.9%	-8.8	3.0%[60.1 µM]	29.1%	-3.7%	21.8%	-8.6%	-8.9%
28	O=C(CSc1nc2cc(Cl)ccc2o1)Nc1ccc(N2CCOCC2)cc1	?	-5.1%	-1.2	-15.0%	-0.6%	-13.6%	0.2%	11.0%	-0.5%
29	CC[C@H](C)C(=O)O[C@H]1CCC=C2C=C[C@H](C)[C@H](CC[C@@H]3C[C@H](O)CC(=O)O3)C21 (stereo not given in full)	-1.9%	-6.4%[57.1 µM]	.	.	-1.3%[57.1 µM]	.	-11.5%[58.9 µM]	.	.
30	CC(NC(=O)c1ccco1)C(=O)N1CCN(S(=O)(=O)c2ccccc2C#N)CC1 (stereo not given)	12.7%	2.5%	-2.9	3.4%	.	.	25.2%	.	-7.2%
31	Cn1nc(C(=O)NNC(=O)C(CCC(N)=O)NS(=O)(=O)c2ccc(Cl)cc2)c2ccccc2c1=O (stereo not given)	22.1%	-7.5%	3.7	-16.3%	.	.	43.4%[activator]	.	2.3%
32	Cc1noc(C(=O)N2CC3(C)CC2CC(C)(C)C3)c1Cl (stereo not given)	1.8%	-9.8%	.	-6.5%	33.1%	?	-2.8%	0.5%	2.6%
33	Cc1ccc(C(C)C)c(OCC#CCN2CCOCC2)c1	-12.7%	7.3%	-1.1	3.3%	0.9%	-10.0%	18.2%	-2.9%	-3.4%
34	O=S(=O)(c1cccs1)N1CCN(CC(O)COC2CCCc3ccccc32)CC1 (stereo not given)	-1.0%	-18.3%	-8.9	3.4%	20.9%	-11.9%	-7.5%	-6.9%	1.2%
35	NC(=O)c1cc(S(=O)(=O)N2CCc3ccccc3C2)cs1	5.9%	-12.6%	4.1	-0.3%	24.0%	-1.1%	50.2%[activator]	-6.4%	-2.5%
36	O=C(CN(C(=O)c1csnn1)c1ccc(F)cc1)NCc1ccc2c(c1)OCO2	32.4%	-3.3%	1.1	12.5%	-4.1%	-7.8%	91.6%[activator]	-3.9%	-5.9%
37	COc1ccc(NC(=O)Nc2ccc(C(=O)N3CCOCC3)cc2)c(OC)c1	-4.3%	-14.4%	-4.9	-10.2%	-0.3%	-6.6%	6.3%	-2.3%	-1.4%
38	Cc1cccc(Oc2coc3cc(OC(=O)c4cccs4)ccc3c2=O)c1	-3.6%	-15.5%	-9.2	-4.0%	11.4%	-23.6%	17.7%	-0.3%	-9.3%
39	Cc1ccc(-n2c(SCC(=O)NCc3ccco3)nc3c([nH]c4ccccc43)c2=O)cc1	0.6%	1.7%	.	-6.5%	-0.4%	10.0%	-0.7%	-5.4%	-2.6%
40	O=C(c1ccoc1)N1CCCC(CO)(CCCc2ccccc2)C1 (stereo not given)	-4.7%	1.0%	-1.0	0.8%	145.3%	-4.6%	-17.5%	-0.6%	-4.2%
41	Cc1ccccc1NC(=O)CSc1ncc2c(n1)-c1ccccc1N(C)S2(=O)=O	.	-10.4%	-10.5	2.5%	-3.1%	-1.6%	27.8%	0.4%	9.5%
42	CC(=O)c1ccc(NC(=O)C2=CC(c3ccco3)=NS(=O)(=O)N2C)cc1	45.7%[activator]	-9.7%	0.6	5.4%	-18.1%	?	7.1%	-2.6%	i

# Among those listed so far, two contain a COOH group.
item	compound	APE1 inh	Pol eta inh	RXFP1 antagonist	Pol kappa inh	POLB inh	Anesthetic bind	POLI inh	BLM inh	Tb PGK inh
24	O=C(O)c1ccc(CSc2nnc(-c3ccncc3)n2-c2ccc(Br)cc2)cc1	0.3%	-13.6%	-12.2	1.2%	23.4%	-2.7%	84.5%[activator]	-5.1%	1.5%
25	Nc1c(C(=O)Nc2ccc(Cl)c(C(=O)O)c2)sc2nc3c(cc12)CCCC3	6.3%	?	4.4	-20.2%	0.9%	69.7%[activator]	22.8%	-0.6%	1.0%

# Records above printed as active in Pol eta inh:
item	compound	APE1 inh	Pol eta inh	RXFP1 antagonist	Pol kappa inh	POLB inh	Anesthetic bind	POLI inh	BLM inh	Tb PGK inh
7	CCc1ccc(C(=O)c2cn(CC(=O)Nc3ccc4c(c3)OCO4)c3cc(OC)c(OC)cc3c2=O)cc1	.	79.4µM*	.	4.5%	6.31µM*	?	51.7%[activator]	?	-3.2%
